Assay outcomes as filed in PubChem.
EP2 mod: EP2 receptor modulators, cAMP readout, primary screen, cell-based, HTRF cAMP, PGE2 stimulation; Prostaglandin E2 receptor EP2 subtype (Homo sapiens), P43116; EP2-expressing cells, cAMP HTRF FRET, PGE2 co-stimulation; induction, % at 25 µM; actives 0.83% (n = 260,000);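 active means compounds whose cAMP rise, as percent of the full-agonist control response, exceeds 60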;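 further: rat C6 glioma line stably carrying human EP2 under a CMV promoter; the protocol text gives 20 µM as final concentration; 100% = response of wells given 1 µM PGE2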
Target sequence (P43116 whole entry, looked up): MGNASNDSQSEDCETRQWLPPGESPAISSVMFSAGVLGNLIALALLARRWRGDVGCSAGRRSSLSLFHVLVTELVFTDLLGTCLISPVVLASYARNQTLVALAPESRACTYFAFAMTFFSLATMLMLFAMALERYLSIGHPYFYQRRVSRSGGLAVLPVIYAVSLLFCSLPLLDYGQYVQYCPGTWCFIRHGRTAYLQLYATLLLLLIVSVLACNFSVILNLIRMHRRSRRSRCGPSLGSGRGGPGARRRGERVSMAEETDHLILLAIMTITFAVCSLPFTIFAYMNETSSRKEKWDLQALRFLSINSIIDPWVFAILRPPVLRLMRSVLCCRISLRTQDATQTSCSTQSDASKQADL
PGE2 EP2 inh: human EP2 receptor antagonists, primary screen, TR-FRET cAMP, C6 glioma cells; inhibition, % at 25 µM; C6 glioma cells expressing human EP2; cells stimulated with saturating PGE2; AID 1422, 2008; Prostaglandin E2 receptor EP2 subtype (Homo sapiens), P43116; actives 0.52% (n = 260,000);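 active means percent inhibition above 40 after rounding to a whole number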;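 further: rat C6 glioma host cells with rolipram phosphodiesterase inhibitor present; the protocol text gives 20 µM as final concentration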
TNF necrop inh: inhibitors of TNF-alpha triggered necroptosis, primary screen, cell-based, Jurkat FADD-/-, single concentration | activation (protection from cell death), % at 10 µM | actives 0.068% (n = 220,000) | AID 463075, 2010 | Jurkat FADD-/- TNF necroptosis rescue, ATP luminescence, 24 h; 0 = TNF only, 100 = no-TNF cells;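 active means activation, meaning protection from cell death, of at least 50% relative to plate controls; inactive means activation below 50%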;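 further: necroptosis triggered by 40 ng/mL TNF-alpha added together with compound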
Hck-Nef inh: inhibitors of Nef-activated human Hck kinase, primary screen, biochemical, Z-Lyte FRET, 384-well, Hck-YEEI | actives 0.68% (n = 220,000) | inhibition, % at 20 µM | Recombinant Hck-YEEI plus Nef, Z-Lyte FRET kinase assay | Tyrosine-protein kinase HCK (Homo sapiens), P08631;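 active means Hck-Nef kinase inhibition above about 50%, limit read from the data; inactive means inhibition below that limit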;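 further: 0% = DMSO with Hck plus Nef and 100% = Hck alone without Nef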
Target sequence (P08631 whole entry, looked up): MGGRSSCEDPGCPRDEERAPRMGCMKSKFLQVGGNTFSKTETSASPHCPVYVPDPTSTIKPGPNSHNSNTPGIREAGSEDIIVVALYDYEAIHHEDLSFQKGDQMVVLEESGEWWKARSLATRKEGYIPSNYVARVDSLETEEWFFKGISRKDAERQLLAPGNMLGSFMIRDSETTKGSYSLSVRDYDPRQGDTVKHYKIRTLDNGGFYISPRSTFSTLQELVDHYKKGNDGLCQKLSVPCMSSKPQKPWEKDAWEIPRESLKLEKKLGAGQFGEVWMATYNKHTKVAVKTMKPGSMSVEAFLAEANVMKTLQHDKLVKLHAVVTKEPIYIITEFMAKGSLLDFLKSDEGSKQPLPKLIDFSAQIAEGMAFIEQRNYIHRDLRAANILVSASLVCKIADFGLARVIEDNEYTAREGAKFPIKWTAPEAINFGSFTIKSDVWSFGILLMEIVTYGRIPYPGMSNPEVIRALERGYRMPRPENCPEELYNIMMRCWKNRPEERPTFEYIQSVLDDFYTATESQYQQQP
Runt-CBFb FRET: inhibitors of RUNX1 Runt–CBFb binding, primary screen, biochemical, FRET, Cerulean-Runt, Venus-CBFb, uHTS; Runt-related transcription factor 1 (Homo sapiens) + Core-binding factor subunit beta …; Cerulean-Runt/Venus-CBFb FRET ratio 530/480, 1 h; inhibition, % at 20 µM; actives 0.46% (n = 220,000);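 active means inhibition over about 50% at 20 µM in the single-dose screen, limit read from the data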;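 further: 0% = DMSO wells and 100% = excess unlabeled CBFb competitor control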
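Schedule: protein complex preformed 1 h, compound exposure 1 h, room temperature, dark; test system: Cerulean-labeled Runt domain protein; amount: 100 nM per protein; buffer or medium: Tris 50 mM pH 7.5, KCl, K2SO4, 0.01% BSA; read-out: loss of energy transfer signal; detection: FRET fluorescence; controls: 5 µM unlabeled CBFb as full-inhibition high control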
Runt-SMMHC FRET: inhibitors of RUNX1 Runt–CBFb-SMMHC binding, primary screen, biochemical, FRET, Cerulean-Runt, Venus-CBFb-SMMHC, uHTS. actives 0.74% (n = 220,000). inhibition, % at 20 µM. Cerulean-Runt/Venus-CBFb-SMMHC FRET ratio 530/480, 1 h;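 active means mean inhibition across duplicate retests at 20 µM reaching about 50%, limit read from the data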;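 further: 0% = DMSO wells and 100% = wells with excess untagged CBFb-SMMHC; inhibitors lower the FRET ratio by blocking Runt binding to CBFb-SMMHC; some results filed as inactive read as strong as hits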
PERK inh: block of dimerizer-induced PERK translation repression, primary screen, PERK inhibitor project, CHO PERK-DD cells, SEAP luminescence, HTS; CHO PERK-DD fusion, SEAP luminescence translation reporter; inhibition, % at 5.6 µM; AID 1416, 2008; actives 0.17% (n = 220,000);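 active means inhibition above the mean inhibition of all tested compounds plus 3 SD, set separately per screening campaign, cut at about 2.9% in these data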;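 further: PERK kinase domain activated by AP20187 dimerizer at 100 nM; 0% = DMSO with dimerizer and 100% = rapamycin at 8.4 µM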
zVAD death inh: inhibitors of zVAD-triggered necroptosis, primary screen, L929 cells; L929 zVAD necroptosis rescue, ATP luminescence, 24 h; with zVAD 60 µM; viability rescue, % at 10 µM; actives 0.38% (n = 220,000); AID 1377, 2008;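 active means activation, scaled between plate controls, above about 75%, limit read from the data; inactive means activation under that limit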;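 further: 0% = zVAD with DMSO and 100% = DMSO alone without zVAD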
RBBP9 inh: human RBBP9 inhibitors, primary screen, biochemical, fluorescence polarization, FP-Rh probe, HTS; Serine hydrolase RBBP9 (Homo sapiens), O75884; recombinant RBBP9; inhibition, % at 7.94 µM; actives 0.2% (n = 220,000);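 active means inhibition above the campaign mean of all tested compounds plus 3 SD, cut at about 14% in these data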;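 further: plate controls were DMSO wells with RBBP9 for no effect and wells lacking RBBP9 protein for full effect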
Target sequence (O75884 whole entry, looked up): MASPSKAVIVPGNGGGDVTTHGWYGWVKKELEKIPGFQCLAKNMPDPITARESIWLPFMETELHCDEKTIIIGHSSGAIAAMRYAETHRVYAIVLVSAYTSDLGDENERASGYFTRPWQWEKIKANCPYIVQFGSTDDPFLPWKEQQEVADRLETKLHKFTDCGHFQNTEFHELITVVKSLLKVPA
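system = RBBP9 protein | input = RBBP9 at 2.5 µM in dispensed solution, before mixing | measured by = fluorescence polarization (mP), excitation 525 nm, emission 598 nm | incubation = enzyme-compound preincubation 30 min, then probe labeling 45 min, 25 °C | buffer or medium = Tris-NaCl-Pluronic buffer, pH 8.0 | compound = single dose 7.94 µM | also added = FP-Rh probe, 375 nM dispensing solution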
* hit, by the source's call; x = not tested or not shown; & = joins results of further samples. A portion of the library; rates above refer to the full screens.

SMILES	EP2 mod	PGE2 EP2 inh	TNF necrop inh	Hck-Nef inh	Runt-CBFb FRET	Runt-SMMHC FRET	PERK inh	zVAD death inh	RBBP9 inh
CC(=O)c1cccc(NC(=O)C2CCN(S(=O)(=O)c3ccc(C)cc3)CC2)c1	-30	15	-2.8	5	-5	4	0.2	-1.4	-6
O=C(CCS(=O)(=O)Cc1ccc(Cl)cc1)NCCCN1CCOCC1	12	7	-0.1	-2	1	-1	0.6	0.7	-3
COC(C[C@H](O)C[C@H](O)[C@H](C)OCc1ccccc1)OC	5	4	1.9	4	0	-2	x	0.9	x
CCSC1=C(C#N)C(c2ccc(F)cc2)CC(=O)N1 (stereo unspecified)	5	10	0.0	2	2	-1	-1.4	0.3	-5
CCN(CC)S(=O)(=O)c1cccc(C(=O)N/N=C/c2ccccn2)c1	-24	10	1.5	0	1	1	1.0	1.9	2
COc1ccccc1Nc1cc(C(=O)NCCCN2CCOCC2)c2ccccc2n1	-6	6	-0.9	18	1	-2	-0.5	1.2	1
CC1(C)Cc2nc3sc(C(=O)NCCO)c(N)c3cc2CO1	-10	11	-0.8	4	6	-2	-0.4	0.5	-6
CC1Cc2ccccc2N1Cc1nc2cc(C(F)(F)F)ccc2c(=O)[nH]1 (stereo unspecified)	13	15	-0.4	1	-3	-29	0.1	0.1	-1
Cc1ccc2c(COC(=O)c3n[nH]c4ccccc34)cc(=O)oc2c1	2	1	-2.6	5	-1	2	-0.6	2.0	-5
CC(C)(C)c1ccc(C(CC(=O)O)NC(=O)c2ccccc2F)cc1 (stereo unspecified)	12	5	0.4	4	-2	2	0.9	-0.1	-5
CCOC(=S)SCC(=O)Nc1nc(-c2ccccc2)cs1	-7	16	-9.2	-1	10	10	0.3	1.6	-10
CCOC(=O)c1cccc(NC(=O)CSc2nc3cccnc3n2C)c1	-32	22	-1.7	0	-3	1	-1.5	0.9	-2
CC1(C)SC(=S)N(/N=C/c2ccc(O)cc2)C1N(O)C(=O)Nc1ccc([N+](=O)[O-])cc1 (stereo unspecified)	-26	13	-3.5	0	1	4	0.2	0.2	-11
CCN(CC)CCNC(=O)/C(=C\c1cccn1C)NC(=O)c1cccs1	-9	5	0.4	2	-1	-4	0.9	0.2	0
CCOc1cc(NC(=O)CCl)c(OCC)cc1NC(C)=O	7	3	-8.8	22	-2	1	0.8	1.4	-9
Cc1nn(Cc2ccc(Cl)c(Cl)c2)c(C)c1NC(=O)c1cc(-c2ccc3c(c2)OCO3)on1	-44	8	-0.7	14	3	0	1.4	0.7	4
NCCCC[C@H]1CNC(=O)C(=O)N1CCC12CC3CC(CC(C3)C1)C2	-8	7	0.9	32	1	4	x	0.5	x
COc1ccc(-c2cn[nH]c2-c2ccc(OCc3ccccc3F)cc2O)cc1OC	-29	4	-8.7	8	0	1	0.9	4.5	-8
COc1ccc(CCNC(=O)COc2ccc(S(=O)(=O)NC3CCCCC3)cc2Cl)cc1	-28	5	-9.6	-1	-6	-1	-0.6	0.1	-4
Cn1c(=O)n(Cc2ccccc2F)c(=O)c2c1nc1n2CCCN1CCc1ccccc1	-1	13	1.0	-1	0	1	0.2	3.7	6
CC1(C#CC[N+]2(C)CCCCC2)CCC2C(O1)c1ccccc1OC2(C)C (stereo unspecified)	16	8	0.4	23	0	9	0.3	3.5	1
COc1ccc(N2CCN(CC(=O)c3c[nH]c4ccccc34)CC2)cc1	-37	9	2.2	14	2	2	-0.8	0.1	2
CC(=O)NC(Cc1ccc(F)c(F)c1)C(=O)NC1CCN(c2nnnn2-c2ccccc2)CC1 (stereo unspecified)	24	5	0.5	-11	0	-1	0.3	0.9	-4
COc1cccc(C(=O)Nc2c(C)nn(-c3ccccc3)c2C)c1	2	6	0.2	-21	-1	1	0.3	1.5	-3
COc1ccc(CC(=O)NNS(=O)(=O)c2ccc3ccccc3c2)cc1OC	17	6	0.8	0	-1	-2	0.2	1.3	-10
CC(C)(C)NC(=O)C(c1cccs1)N(Cc1ccc(F)cc1)C(=O)c1csnn1 (stereo unspecified)	-10	7	-1.3	5	-1	-2	0.5	-0.8	-6
Cc1cc(C)c(C)c(OCCCN(C)C)c1	5	6	4.4	5	0	-1	0.4	x	-10
O=C1CC(N2CCN(c3ccccn3)CC2)C(=O)N1c1ccc(F)cc1 (stereo unspecified)	19	9	-0.6	-1	1	-4	0.1	0.8	-3
CCOc1cc(C2C(C#N)=C(N)OC3=C2C(=O)CC(C)(C)C3)cc([N+](=O)[O-])c1O (stereo unspecified)	28	4	1.0	19	1	-1	0.7	-0.2	-16
O=c1cc(CN2CCN(S(=O)(=O)c3ccccc3[N+](=O)[O-])CC2)nc2sccn12	8	6	-0.4	-3	0	0	1.7	0.8	4
N#Cc1ccc(S(=O)(=O)N2CCc3[nH]c4ccc(F)cc4c3C2)cc1	-36	13	-0.4	18	0	2	-0.9	1.1	-5
O=C(COC(=O)/C=C/c1ccccc1Cl)NCc1ccco1	-72	5	-1.1	2	-1	0	1.5	-0.8	1
Cc1cccc(C)c1NC(=O)CN(C)CC(=O)Nc1ccccc1Br	-12	6	-3.1	-1	-1	1	-0.1	0.5	-7
Cc1cc(C)c2nc(-c3ccccn3)cc(C(=O)Nc3ccc(S(=O)(=O)Nc4cc(C)on4)cc3)c2c1	21	2	-4.7	2	-5	-25	1.5	-0.1	-5
Cc1cc(C)c(C#N)c(N2CCN(Cc3ccccc3)CC2)n1	7	11	0.6	2	-1	-3	-0.6	-0.4	-7
Oc1ccc(/C=N/Nc2cc(N3CCOCC3)nc(N3CCOCC3)n2)cc1	x	x	-5.1	1	x	x	0.6	7.4	-10
COc1ccccc1Nc1nc(-c2ccc3c(c2)NC(=O)CO3)cs1	-17	7	-5.4	26	12	3	0.8	68	-6
COc1ccc(C(=O)Nc2cc(-c3nn4c(C)nnc4s3)ccc2C)cc1	-3	5	-1.4	1	3	-2	-0.5	-0.4	-3
CCN(CC)S(=O)(=O)c1ccc(C(=O)OCCNC(=O)c2cccnc2)cc1	13	8	-0.1	1	0	4	0.8	0.1	-6
CCC1(C)Cc2nc(Cl)c(C#N)cc2CO1 (stereo unspecified)	29	6	4.3	23	1	0	0.2	-0.3	-6
COc1ccc(C(c2c(O)nc[nH]c2=O)c2c(O)nc[nH]c2=O)cc1	-29&7	12&2	1.3	23	1	-1	1.5	0.6	2
O/N=C/c1cccnc1Sc1ccccc1	-4	2	1.6	26	-1	2	0.6	2.3	-6
CC1(C)CC(=O)C=C(N=CC2=C(O)CC(C)(C)CC2=O)C1	7	12	-1.4	1	13	9	1.3	0.6	2
CCc1ccc(C(=O)CN2CCSC2=N)cc1	-8	14	1.2	-12	1	2	1.2	1.4	3
COc1ccc2nc(SCC(=O)Nc3ccc4c(c3)CCC4)[nH]c2c1	-1	7	2.4	3	1	4	0.3	1.4	-2
Cc1cc(NC(=O)c2cccs2)ccc1NC(=O)Cc1ccccc1	-25	8	1.5	29	-1	0	1.8	9.0	-13
CCOC(=O)N1CCN(C(=O)NC23CC4CC(CC(C4)C2)C3)CC1	11	2	-1.9	1	3	0	-0.9	0.0	-8
COc1ccccc1-c1nnc(SC(C)C(=O)O)n1-c1ccccc1 (stereo unspecified)	16	6	-0.7	19	-1	0	0.6	15	0
O=C(N/N=C/c1ccco1)C(O)c1ccccc1 (stereo unspecified)	-22	7	0.9	17	0	-4	1.1	-0.5	-5
COc1cc(/C=C/c2ccc3cccc(OC)c3n2)c(OC(C)=O)c([N+](=O)[O-])c1	-20	7	-4.3	-2	0	-6	-1.9	-0.8	-7
CCOC(=O)/C(C#N)=C/c1cc(C)n(-c2ccccc2)c1C	13	13	1.0	1	3	0	1.3	0.0	4
O=C(CSc1nnc(-c2ccc(Cl)s2)o1)N1CCc2ccccc21	x	23	1.0	-5	-68	1	-0.1	-0.1	2
CCOC(=O)c1cnn(Cc2ccccc2)c1N	14	6	3.0	7	0	-4	1.0	-0.5	-8
O=C(CSc1nc(O)cc(=O)[nH]1)N1c2ccccc2Sc2ccccc21	5	9	-0.8	19	3	-2	0.6	0.9	0
Cc1cc(Cl)cc(Cl)c1OCCOc1cccc2cccnc12	-15	12	0.5	0	-2	1	-2.4	0.6	-8
O=C(Nc1cccnc1)c1ccc2c(c1)C(=O)N(Cc1cccnc1)C2=O	8	5	0.6	-10	0	-2	0.8	0.6	-6
CCOC(=O)c1ccc(N=c2sc(C(=O)OC)cc(=O)n2CCCN2CCOCC2)cc1	25&27	12&16	-9.6&-11	14&16	-9&-1	0&-7	-0.6	-0.4&-0.6	1
CCOC(=O)N1CCC(Nc2c(NCCCN(CC)c3cccc(C)c3)c(=O)c2=O)CC1	-9	11	-0.2	2	2	2	-1.4	0.8	-2
CC(C)=CCCC1=CCC(/C(C)=N/NC(N)=O)CC1 (stereo unspecified)	42	7	-2.0	0	-2	0	1.2	-0.1	-9
O=C(CN1C(=O)NC(CCc2ccccc2)C1=O)NC1CC1 (stereo unspecified)	-5	8	2.0	17	-3	0	0.9	0.3	6
COc1ccc(-c2nnc(NC(=O)C3CCCO3)s2)cc1 (stereo unspecified)	11	9	0.5	0	-2	-4	-0.2	1.0	-4
c1ccc2[nH]c(CN3CCOCC3)nc2c1	8	9	1.7	2	0	1	-0.3	0.5	-8

Sorted by value in PERK inh (low to high): three of the compounds above.
Compound | EP2 mod | Hck-Nef inh | Runt-CBFb FRET | Runt-SMMHC FRET | PERK inh | RBBP9 inh
Cc1cc(Cl)cc(Cl)c1OCCOc1cccc2cccnc12 | -15 | 0 | -2 | 1 | -2.4 | -8
CCOC(=O)N1CCC(Nc2c(NCCCN(CC)c3cccc(C)c3)c(=O)c2=O)CC1 | -9 | 2 | 2 | 2 | -1.4 | -2
O/N=C/c1cccnc1Sc1ccccc1 | -4 | 26 | -1 | 2 | 0.6 | -6
